# AT treatment = potential ataxia-telangiectasia treatments restoring KAP-1 phosphorylation; Potency, µM (top dose mostly 57.5 µM), inactives show at the highest dose activation, usual class: activators; […] A-T fibroblasts, KAP-1 phosphorylation AlphaLISA; neocarzinostatin DNA damage 30 min before lysis; 320,000 tested, 0.19% active; further: potency means the concentration at half of the fitted maximal effect; % of control where 0% means no effect; nearly all actives have a fitted effect of over 45% in size
#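 hTERT-immortalized A-T patient fibroblasts ([…]), 500 cells/well in OPTI-MEM, 1% FBS, got compounds for 60 min, then NCS for 30 min at 37C. Lysates were then assayed for phospho-KAP-1 by AlphaLISA (anti-pKAP1 donor, anti-KAP1 acceptor beads), 6 hr at 25C.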
# TSHR antagonist = human thyrotropin receptor antagonism | AID 504810 | TSHR-expressing cells, TSH-stimulated cAMP HTRF, 2 h; hits give low values | activity change, negative = inhibition, % at 11.5 µM | P16473 | 330,000 tested, 0.2% active;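 active means activity change below a set negative limit, meaning inhibition stronger than a set level, cut at about -70% in these data; inconclusive means activity change between two set negative limits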; further: on the % scale 0 is the no-effect control and ±100 the full control effect
#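 Cell-based HTRF cAMP assay; TSHR cells + compound, TSH EC80 (4nM final), 2 h, 37 deg C. Lysis with anti-cAMP cryptate and cAMP-d2, 30 min RT, read 665/620 nm.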
# Menin-MLL TR inh = menin-MLL binding inhibition, Texas Red mutant peptide | O00255 | Menin + Texas Red MLL mutant peptide, fluorescence polarization | Potency, µM (highest dose often 61.6 µM), for the others: top-dose FP activity change, negative = inhibition, usual class: inhibitors | 270,000 tested, 0.23% active; active means well fitted inhibition curve with a large enough effect in the polarisation, with a control signal flat, not every such curve was filed as active; inconclusive means small, poorly fitted or top-dose-only effect, or effect the other way, or a change in a side signal; inactive means no such curve, though single readings can be large or run the other way; the % refers to the polarisation; further: potency means the concentration at half of the fitted maximal effect; % of control where 0% means no effect; many of its hits are not listed in these tables
# PTAP TSG101 blk = blocks PTAP/TSG101 interaction to inhibit HIV-1 budding; Q99816; Fluorescence polarization, FITC-PTAP peptide / Tsg101 binding; Potency, µM (doses to about 115 µM), for the others: at the top dose activity change, negative = inhibition, most hits filed as inhibitors; 340,000 tested, under 10 active; active means well fitted inhibition curve with a large enough effect in the main read-out, with a control signal flat, not every such curve was filed as active; inconclusive means small, poorly fitted or top-dose-only effect, or effect the other way, or a change in a side signal; inactive means no such curve, though single readings can be large or run the other way; further: potency means the concentration at half of the fitted maximal effect; % of control where 0% means no effect
#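 Fluorescence anisotropy tracks displacement of a FITC-tagged PTAP peptide (50 nM) from the Tsg101 binding domain (10 uM), following a 20 min room-temperature incubation at pH 7.5.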
# Integrin act MD = activators of alpha7 integrin expression for muscular dystrophy | alpha7betagal myoblasts, beta-gal FDG fluorescence, 48 h | AID 624291 | Potency, µM (titrated, usually from 38.3 µM), without a hit: top-dose activation, actives largely listed as activators | 350,000 tested, 0.064% active;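 further: potency means the concentration at half of the fitted maximal effect; 100% = response of the positive control SU9516; nearly all actives have a fitted effect of over 60% in size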
#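 Alpha7betagal+/- myoblasts (passage 13) were plated 16-24 hr, then exposed to compounds (1:260 dilution of DMSO stock) for 48 hours at 37C. After MPER lysis, β-galactosidase reporter activity was read as FDG fluorescence (ex 480/em 540) after 30 minutes.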
# Mito fusion yeast = mitochondrial division inhibition or fusion activation; S. cerevisiae fusion-defective mutant growth rescue, CellTiterGlo 48 h; AID 485298; 320,000 tested, 0.23% active; Potency, µM (doses to about 46.1 µM), for the others: top-dose growth rescue (activation), hits mostly activators;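 further: potency means the concentration at half of the fitted maximal effect; % of control where 0% means no effect; nearly all actives have a fitted effect of over 45% in size; temperature-sensitive fusion mutants such as fzo1-1 at 37 °C on non-fermentable ethanol glycerol medium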
#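 Growth-rescue viability read-out: after 48 h at the non-permissive 37C in glycerol/ethanol YPEG, yeast mitochondrial fusion mutants are measured by CellTiterGlo luminescence; compounds (23 nl pinned per well) restoring growth score as division inhibitors or fusion activators.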
# TCR act = T cell receptor activation | primary human leukocytes, anti-CD3, IL-2 HTRF, 48 h | Potency, µM (top dose mostly 9.22 µM), inactives show at the top dose activation of IL-2 secretion, usual class: activators | 330,000 tested, under 10 active; further: % of control where 0% means no effect
#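 Primary human leukocytes were stimulated with a-CD3 beads plus compounds for 48 hr without co-stimulation; secreted IL-2 was quantified by HTRF using a-IL-2-K (europium cryptate) and a-IL-2-d2, excited at 320nm with acceptor emission read at 665nm.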
# ASM inhibitor = blocks human secretory acid sphingomyelinase. Potency, µM (top dose mostly 57.5 µM), without a hit: at the top dose activity change, negative = inhibition, usual class: inhibitors. 340,000 tested, 0.006% active. P17405. placental ASM, HMU-PC fluorogenic substrate, 60 min; further: potency means the concentration at half of the fitted maximal effect
#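 qHTS format. ASM enzyme prepared from human placenta hydrolyses the fluorogenic substrate HMU-PC0 (9 uM final) over 60 min at 37 °C after a 10 min compound preincubation.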
# CXXC DNA block = MLL CXXC-DNA interaction inhibition; Q03164; MLL-CXXC / FITC-HOXA9 DNA fluorescence polarization; Potency, µM (titrated, usually from 115 µM), for inactives: at the top dose activity change, negative = inhibition, hits mostly inhibitors; 290,000 tested, 0.037% active; active means well fitted inhibition curve with a large enough effect in the polarisation, with a control signal flat, not every such curve was filed as active; inconclusive means small, poorly fitted or top-dose-only effect, or effect the other way, or a change in a side signal; inactive means no such curve, though single readings can be large or run the other way; the % refers to the polarisation; further: potency means the concentration at half of the fitted maximal effect
# Target sequence (Q03164 whole entry, looked up): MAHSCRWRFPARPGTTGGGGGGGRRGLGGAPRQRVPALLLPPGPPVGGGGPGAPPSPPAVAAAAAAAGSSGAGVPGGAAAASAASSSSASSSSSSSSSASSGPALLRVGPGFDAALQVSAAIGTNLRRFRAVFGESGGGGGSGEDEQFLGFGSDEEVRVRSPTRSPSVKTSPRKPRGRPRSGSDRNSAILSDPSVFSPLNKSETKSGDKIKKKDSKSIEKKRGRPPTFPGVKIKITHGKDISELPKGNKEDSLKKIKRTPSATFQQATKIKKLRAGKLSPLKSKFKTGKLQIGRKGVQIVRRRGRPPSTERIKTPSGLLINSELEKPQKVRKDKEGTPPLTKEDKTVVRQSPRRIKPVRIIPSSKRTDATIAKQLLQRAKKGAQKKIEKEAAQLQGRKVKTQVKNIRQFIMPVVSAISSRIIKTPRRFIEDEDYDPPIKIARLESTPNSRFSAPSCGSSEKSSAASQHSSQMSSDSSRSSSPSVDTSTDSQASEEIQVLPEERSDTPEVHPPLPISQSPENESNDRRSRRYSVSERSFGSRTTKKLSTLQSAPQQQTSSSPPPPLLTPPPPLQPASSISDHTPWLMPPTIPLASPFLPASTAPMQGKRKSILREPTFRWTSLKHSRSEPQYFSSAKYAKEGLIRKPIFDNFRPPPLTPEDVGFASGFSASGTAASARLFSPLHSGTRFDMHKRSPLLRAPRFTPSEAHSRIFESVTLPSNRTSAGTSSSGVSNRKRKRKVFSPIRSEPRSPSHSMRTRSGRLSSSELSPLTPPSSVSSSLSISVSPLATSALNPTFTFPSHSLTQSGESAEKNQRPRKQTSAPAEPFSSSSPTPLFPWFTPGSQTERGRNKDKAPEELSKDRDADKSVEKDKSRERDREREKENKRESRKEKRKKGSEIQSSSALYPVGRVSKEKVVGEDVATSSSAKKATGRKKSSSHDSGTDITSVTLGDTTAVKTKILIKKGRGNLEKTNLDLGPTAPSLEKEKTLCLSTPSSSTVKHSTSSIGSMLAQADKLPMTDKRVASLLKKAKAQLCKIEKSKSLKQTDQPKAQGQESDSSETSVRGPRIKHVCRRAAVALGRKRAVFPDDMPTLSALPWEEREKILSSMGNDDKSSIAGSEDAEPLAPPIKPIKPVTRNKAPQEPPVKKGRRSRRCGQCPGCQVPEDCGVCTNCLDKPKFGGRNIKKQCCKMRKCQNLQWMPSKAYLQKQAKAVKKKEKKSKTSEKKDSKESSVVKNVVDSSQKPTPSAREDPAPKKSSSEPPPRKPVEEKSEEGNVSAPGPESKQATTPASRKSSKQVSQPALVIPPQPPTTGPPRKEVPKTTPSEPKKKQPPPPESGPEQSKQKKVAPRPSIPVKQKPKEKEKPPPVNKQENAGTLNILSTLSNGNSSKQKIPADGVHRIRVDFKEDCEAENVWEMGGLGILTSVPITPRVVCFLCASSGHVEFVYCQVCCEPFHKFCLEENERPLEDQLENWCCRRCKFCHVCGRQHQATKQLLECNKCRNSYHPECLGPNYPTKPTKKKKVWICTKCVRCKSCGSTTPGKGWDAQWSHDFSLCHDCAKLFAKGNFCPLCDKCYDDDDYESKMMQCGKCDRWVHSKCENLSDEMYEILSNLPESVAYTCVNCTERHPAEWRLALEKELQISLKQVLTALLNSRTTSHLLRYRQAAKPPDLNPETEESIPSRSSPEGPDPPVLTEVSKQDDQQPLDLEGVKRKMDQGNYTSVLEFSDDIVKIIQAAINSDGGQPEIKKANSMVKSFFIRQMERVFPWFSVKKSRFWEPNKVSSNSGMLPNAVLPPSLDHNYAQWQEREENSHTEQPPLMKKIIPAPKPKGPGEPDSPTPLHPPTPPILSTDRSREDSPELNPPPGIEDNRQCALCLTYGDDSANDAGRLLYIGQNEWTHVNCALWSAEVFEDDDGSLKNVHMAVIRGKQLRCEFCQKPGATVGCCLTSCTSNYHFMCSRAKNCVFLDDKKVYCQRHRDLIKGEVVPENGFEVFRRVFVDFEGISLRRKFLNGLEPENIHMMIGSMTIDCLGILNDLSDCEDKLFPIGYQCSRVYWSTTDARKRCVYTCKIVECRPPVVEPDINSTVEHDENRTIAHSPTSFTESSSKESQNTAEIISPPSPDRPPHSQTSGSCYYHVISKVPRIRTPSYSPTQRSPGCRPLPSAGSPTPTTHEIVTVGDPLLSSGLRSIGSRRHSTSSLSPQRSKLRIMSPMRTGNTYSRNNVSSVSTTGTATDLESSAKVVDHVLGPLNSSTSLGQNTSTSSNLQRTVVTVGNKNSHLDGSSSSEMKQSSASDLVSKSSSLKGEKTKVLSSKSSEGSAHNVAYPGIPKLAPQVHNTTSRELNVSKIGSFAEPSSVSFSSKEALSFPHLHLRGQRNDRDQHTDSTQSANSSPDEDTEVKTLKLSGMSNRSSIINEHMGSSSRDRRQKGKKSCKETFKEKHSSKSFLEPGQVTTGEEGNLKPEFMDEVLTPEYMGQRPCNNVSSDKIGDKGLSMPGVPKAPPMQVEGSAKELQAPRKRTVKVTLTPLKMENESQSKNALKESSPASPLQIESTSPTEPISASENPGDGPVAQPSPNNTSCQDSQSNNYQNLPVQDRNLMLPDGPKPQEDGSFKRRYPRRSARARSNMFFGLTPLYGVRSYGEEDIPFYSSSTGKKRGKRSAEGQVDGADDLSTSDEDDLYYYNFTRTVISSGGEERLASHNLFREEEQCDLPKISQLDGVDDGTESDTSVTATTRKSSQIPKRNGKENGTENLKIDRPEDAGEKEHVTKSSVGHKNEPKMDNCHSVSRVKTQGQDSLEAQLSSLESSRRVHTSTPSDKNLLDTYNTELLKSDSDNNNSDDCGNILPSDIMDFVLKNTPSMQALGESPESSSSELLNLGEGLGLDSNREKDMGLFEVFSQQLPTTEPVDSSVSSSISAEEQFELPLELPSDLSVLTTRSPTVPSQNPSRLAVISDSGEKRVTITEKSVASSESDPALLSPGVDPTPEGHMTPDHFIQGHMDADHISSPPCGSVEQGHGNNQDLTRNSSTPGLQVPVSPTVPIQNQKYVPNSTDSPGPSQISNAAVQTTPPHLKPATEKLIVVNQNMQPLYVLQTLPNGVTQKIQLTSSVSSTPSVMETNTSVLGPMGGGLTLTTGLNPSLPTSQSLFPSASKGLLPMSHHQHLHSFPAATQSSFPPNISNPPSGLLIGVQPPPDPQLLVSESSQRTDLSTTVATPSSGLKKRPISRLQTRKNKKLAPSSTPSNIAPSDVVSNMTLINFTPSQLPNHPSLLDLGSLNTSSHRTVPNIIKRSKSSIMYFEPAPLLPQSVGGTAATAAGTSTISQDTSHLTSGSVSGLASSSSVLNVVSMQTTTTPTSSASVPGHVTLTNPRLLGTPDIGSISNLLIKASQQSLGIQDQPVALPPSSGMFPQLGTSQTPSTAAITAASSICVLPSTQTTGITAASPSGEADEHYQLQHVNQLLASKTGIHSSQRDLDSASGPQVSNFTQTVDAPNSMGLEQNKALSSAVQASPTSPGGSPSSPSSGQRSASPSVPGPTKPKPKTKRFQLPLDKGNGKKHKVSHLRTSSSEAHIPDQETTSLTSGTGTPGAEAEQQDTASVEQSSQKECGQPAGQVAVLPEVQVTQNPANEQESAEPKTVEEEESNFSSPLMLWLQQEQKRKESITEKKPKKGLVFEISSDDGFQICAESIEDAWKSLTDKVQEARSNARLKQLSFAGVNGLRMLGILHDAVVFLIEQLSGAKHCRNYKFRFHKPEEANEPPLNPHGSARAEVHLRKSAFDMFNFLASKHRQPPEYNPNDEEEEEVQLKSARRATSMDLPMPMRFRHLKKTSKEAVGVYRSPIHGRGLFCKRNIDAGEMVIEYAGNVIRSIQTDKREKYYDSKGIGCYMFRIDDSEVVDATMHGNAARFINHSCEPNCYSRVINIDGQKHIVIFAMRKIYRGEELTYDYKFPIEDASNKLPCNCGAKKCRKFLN
#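 Purified MLL-CXXC (added from a 7 uM solution) was preincubated 5 min at ambient with pinned compounds in 50 mM Tris-HCl pH 7.5, 50 mM NaCl, 1 mM DTT, 0.05% BSA. Fluorescein-labeled HOX-A9 DNA (50 nM solution) followed, 30 min, then polarization read.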
# MBNL1 CUG block = MBNL1-poly(CUG) RNA binding inhibition; Q9NR56; AID 2675; TR-FRET MBNL1-His/biotin-(CUG)12 binding, 665/545 ratio; 280,000 tested, 0.036% active; Potency, µM (doses to about 57.5 µM), for inactives: at the top dose activity change, negative = inhibition, usual class: inhibitors; active means well fitted inhibition curve with a large enough effect in the signal ratio, with a control signal flat, not every such curve was filed as active; inconclusive means small, poorly fitted or top-dose-only effect, or effect the other way, or a change in a side signal; inactive means no such curve, though single readings can be large or run the other way; the % refers to the signal ratio; further: potency means the concentration at half of the fitted maximal effect; on the % scale 0 is the no-effect control and ±100 the full control effect
#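 Compounds (final 92 nM to 58 uM) are added to His-tagged MBNL1 and biotin-(CUG)12, then terbium anti-His antibody and streptavidin-XL665 (5 nM final). After 60 min at room temperature, the 665/545 nm ratio is read.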
# * marks the source's active call; other numbers are inactive results; ? = inconclusive; . = not tested or not shown; [ ] = another dose, or the depositor's remark. Unless noted, the call rests on the fitted dose curve; in most records, active means well fitted curve in the direction sought with a large enough effect; inconclusive means small, poorly fitted or top-dose-only effect, or another doubt; inactive means no such curve, though single readings can be large; an effect the other way counts as inactive or inconclusive. This is a subset; count on the stated rates, not on these rows.
# Under each structure – AT treatment, TSHR antagonist, Menin-MLL TR inh, PTAP TSG101 blk, Integrin act MD, Mito fusion yeast, TCR act, ASM inhibitor, CXXC DNA block, MBNL1 CUG block
> O=C(CNC(=O)N1CC(=O)Nc2ccccc21)Nc1cc(Cl)ccc1Cl
  3.9%, 10.4, 9.2%, -3.3%, 0.6%, -11.5%, -6.6%, 0.2%, -0.3%, -4.6%
> Cc1ccccc1C(=O)NCC(=O)OCC(=O)NC(C)C1CC2CCC1C2 (stereo not drawn)
  -0.8%, -3.0, ., -2.0%, ?, 2.2%, -2.0%, 2.0%, ., .
> CC(C)(C)c1ccc(C(=O)Nc2cccc3ncccc23)cc1
  0.5%, 0.3, -19.2%, -20.1%, -6.0%, 26.2%, 5.3%, -1.0%, 26.7%, 8.6%
> O=C(NCCCN1CCOCC1)c1ccc(CNS(=O)(=O)c2ccc(Br)cc2)cc1
  -11.7%, 14.2, -2.7%, -4.2%, 5.7%, -2.0%, 2.7%, 2.8%, 1.6%, -4.2%
> O=C(CSc1nnc(Cc2ccccc2)o1)Nc1ccccc1
  4.2%, 7.5, 4.5%, -0.3%, 12.6%, -2.2%, -7.5%, -1.2%, ?, -0.1%
> Cc1ccc(NC(=O)COc2cccnc2[N+](=O)[O-])cc1S(=O)(=O)N1CCCCC1
  -1.3%, -16.8, ?, -2.1%, -5.8%, 10.4%, 2.1%[46.1 µM], -5.1%, 0.1%, ?
> CC1CCCN(CCC(=O)Nc2ccc(F)c(F)c2)C1 (stereo not drawn)
  -8.5%, -1.0, -5.0%, -2.5%, 4.4%, -2.6%, ., -2.0%, -3.3%, 2.1%
> CCOC(=O)Nc1cc(C)ccc1OC
  -3.5%, 16.0, -9.5%, 0.8%, 14.3%, -3.9%, 2.0%, 1.6%, -0.9%, -5.2%
> Cc1ccc(-n2nc(C)c3cc(C(=O)O)sc32)cc1
  -0.6%, -12.2, ?, -1.0%, 2.2%, -1.2%, -1.9%, 8.2%, 5.2%, 4.5%
> COc1ccc(CN2CN(C(C)C)CSC2=S)cc1
  -8.4%, -6.9, 15.7%, -6.8%, -44.6%, -4.2%, -4.2%, 2.4%, 15.5%, 2.2%
> Cc1cccc(CN2C(=O)N/C(=C/c3cc(C)n(-c4ccccn4)c3C)C2=O)c1
  -6.5%, -2.2, ., 5.5%, -2.0%, 1.5%, 3.1%, 58.1%[activator], 30.5%[activator], 10.2%
> COc1cccc(/C=C2\CCc3ccccc3C2=O)c1
  ?, 1.8, ?, -1.5%, -3.7%, -24.3%, 6.2%, -6.0%, 1.5%, -3.1%
> Cc1c(OCC(=O)N2CCC(C(=O)O)CC2)ccc2c3c(c(=O)oc12)CCC3
  3.0%, -0.4, 6.1%, -1.4%, 1.9%, 1.5%, -4.2%, 17.2%, 9.8%, -3.0%
> Cc1cccc(N2CCN(C(=O)C3CCN(S(=O)(=O)c4cccc5cccnc45)CC3)CC2C)c1 (stereo not drawn)
  1.5%, -7.8, 3.1%[11.7 µM], -2.5%, -4.4%, -1.0%, 3.7%, -9.1%, 15.7%, 7.1%
> C=C1[C@H]2O[C@H]2[C@@H](OC(C)=O)[C@@]2(C)[C@@H](OC(C)=O)C[C@@H](OC(C)=O)[C@@](C)(O)[C@@H]2[C@@H](OC(C)=O)[C@@]2(O)[C@@H](C)C(=O)O[C@H]2[C@H]1Cl
  ., ., ., -6.4%, 0.0%, ., -5.8%, 1.0%, ., .
> Cc1ccc(C(=O)N/C(=C\c2ccco2)C(=O)N2CCOCC2)cc1C
  5.5%, 46.2, ., -4.7%, 12.8%, 4.3%, -0.2%, 1.8%, ?, ?
> CC(C)Cc1nnc(NC(=O)CCC(=O)N2CCN(S(=O)(=O)c3ccccc3)CC2)s1
  5.0%, -7.2, -4.8%, -1.1%, 9.9%, -8.4%, -3.5%[46.1 µM], 0.0%, 3.4%, .
> CCOC(=O)c1ccc(NC(=O)C2(c3ccc(OC)cc3)CCCC2)cc1
  -5.3%, -22.5, -3.5%, -0.5%, -24.1%, 9.6%, 1.0%, -12.5%, -4.8%, -3.3%
> COC(=O)c1ccc(NC(=O)COC(=O)C2CCC2)cc1
  4.5%, 12.6, ., -2.8%, 19.7%, -4.2%, -2.9%, 0.6%, ., .
> CC(=O)Oc1ccc(C(=O)Nc2ccc(S(=O)(=O)N3CCOCC3)cc2)cc1
  10.8%, -8.2, ?, -0.3%, 0.0%, -1.6%, 1.0%, -0.4%, 18.0%, 1.0%
> CC(=O)Nc1cccc(C(=O)/C=C/c2ccc(Br)cc2)c1
  25.1µM*, 2.9, 8.1%, 0.1%, -55.3%[inhibitor], 14.1µM*, 1.7%[46.1 µM], ., 17.5%, .
> Cc1cc(C)c(C(=O)N(CCN(C)C)CC2CCCN(Cc3ccccc3F)C2)o1 (stereo not drawn)
  ., -3.1, ?, -2.8%, -29.0%, -0.4%, -6.2%, ., ?, -3.0%
> ONC(=Nc1ccccc1Cl)c1c(F)cccc1F
  ., ., ., 1.1%, 11.5%, ., -2.9%, 3.5%, ., .
> CCOc1ccccc1-c1nn2c(Cc3ccccc3)nnc2s1
  1.7%, -2.6, ?, -4.8%, 16.9%, 1.7%, ., ?, 21.8%, 5.5%
> CN(C)c1ccc(/C=N/NC(=O)c2nnn(-c3nonc3N)c2CN(C)c2ccccc2)cc1
  -4.6%, 25.2, ?, -5.3%, 34.5%, 21.5%, 3.5%, 21.1%, 19.8%, -6.1%
> O=C(Nc1ccc(Br)cc1F)C1CCN(c2nnc(-n3cccc3)s2)CC1
  2.4%, 18.7, -8.7%, -1.1%, -4.0%, 2.9%, 0.9%, -17.2%, 3.3%, 17.0%
> CN(C)S(=O)(=O)c1cccc(NC(=O)c2cccc(NS(=O)(=O)c3ccccc3)c2)c1
  7.5%, -21.5, ?, -0.1%, -3.7%, -0.2%, -1.0%, -7.5%, 9.6%, 3.9%
> CSC(=S)N/N=C/c1ccc(Br)cc1
  6.8%, 1.7, ?, -2.5%, 0.0%, -3.7%, 6.5%, 4.3%, -25.0%, -1.9%
> COCCCNC(=O)c1cc2c(-c3cccc(OC)c3)nn(C)c2s1
  -11.4%, -2.1, -28.7%, -5.7%, 13.5%, -1.9%, -0.6%, -2.7%, 16.7%, -0.6%
> COC(=O)Cc1cc(=O)n2c(nc3ccccc32)[nH]1
  ., ., ., -4.4%, -9.8%, ., 0.0%, 13.7%, ., .
> O=C(O)CCN1C(=O)c2ccc(NC(=O)C(c3ccccc3)c3ccccc3)cc2C1=O
  -23.1%, -5.3, ., 4.2%, -1.2%, 3.8%, -2.3%, 25.2%, -6.7%, ?
> COc1ccc(NC(=O)Nc2cccnc2)cc1
  -1.2%, -1.2, 20.8%, 1.5%, 13.1%, -1.4%, 8.6%, -0.6%, 6.3%, ?
> Cc1cc(=O)n(C)c(=O)n1CCCCOc1ccc([N+](=O)[O-])cc1
  0.9%, 15.3, -9.9%, -4.4%, -20.7%, 4.7%, -4.1%, -1.4%, 3.0%, ?
> S=C(N=Nc1ccccc1)NNc1ccccc1
  -13.5%, -6.2, -9.1%, 2.7%, ., -8.3%, 5.8%, -0.1%, -0.1%, ?
> Cc1c(-c2ccc(O)cc2)nc2nc(-c3ccccc3)c(-c3ccccc3)nn12
  11.4%, -3.7, ., ., ., 27.1%, ., ., ?, 29.3%
> CCOc1ccccc1N(CC(=O)Nc1ccc(C)cc1)S(C)(=O)=O
  2.3%, -8.3, 1.4%, -2.4%, 50.9%, -1.1%, -1.9%, -2.9%, -1.8%, -4.9%
> O=S(=O)(c1cc(F)cc(F)c1)N1CCN(c2ncccn2)CC1
  7.3%, 6.7, -14.6%, -5.1%, 1.6%, -0.4%, 2.5%, -1.5%, 46.7%[activator], -0.1%
> COc1ccc(NC2=CC(=O)CC(C)(C)C2)cc1
  11.4%, -2.6, -1.4%, -1.9%, -24.3%, 10.1%, -5.2%, 1.8%, 14.3%, 0.5%
> Cc1ccc2c(c1)NC(=O)C(CC(=O)NCCN(C)C)O2 (stereo not drawn)
  9.4%, 3.0, 1.6%, 1.8%, 18.3%, -0.1%, -1.5%, -1.7%, -2.6%, -0.3%
> COc1ccc(CCC(=O)OCC(=O)Nc2sccc2C(N)=O)cc1
  0.2%, -33.8, ., -3.2%, ?, -18.7%, 1.6%, 0.6%, ., .
